# MmCpn inh: M. maripaludis TRiC chaperonin inhibition; 0.031% of 330,000 active; AID 504842; purified Mm-Cpn ATPase, ADP Transcreener TR-FRET; Potency, µM (top dose mostly 76.9 µM), for the others: at the highest dose activity, negative = inhibition, usual class: inhibitors; further: potency means the concentration at half of the fitted maximal effect; on the % scale 0 is the no-effect control and ±100 the full control effect; nearly all actives have a fitted effect of over 80% in size
#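 ATPase turnover read by TR-FRET ADP competition (Eu cryptate antibody/ADP-d2, 665/590 nm): 10uM ATP final, 25nM Mm-CPN final, 30 min 37degC after 10-min compound preincubation, pH 7.4 Tris/KCl/MgCl2/DTT buffer.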
# EPAC2 agonist: agonists of human EPAC2 (RAPGEF4); Q8WZA2; EPAC2 activation, biochemical qHTS; response scale: 100% = 6.5 mM cAMP response; Potency, µM (top dose mostly 154 µM), for the others: top-dose activation, hits mostly activators; 0.079% of 360,000 active; further: potency means the concentration at half of the fitted maximal effect; nearly all actives have a fitted effect of over 50% in size
# Target sequence (Q8WZA2 whole entry, looked up): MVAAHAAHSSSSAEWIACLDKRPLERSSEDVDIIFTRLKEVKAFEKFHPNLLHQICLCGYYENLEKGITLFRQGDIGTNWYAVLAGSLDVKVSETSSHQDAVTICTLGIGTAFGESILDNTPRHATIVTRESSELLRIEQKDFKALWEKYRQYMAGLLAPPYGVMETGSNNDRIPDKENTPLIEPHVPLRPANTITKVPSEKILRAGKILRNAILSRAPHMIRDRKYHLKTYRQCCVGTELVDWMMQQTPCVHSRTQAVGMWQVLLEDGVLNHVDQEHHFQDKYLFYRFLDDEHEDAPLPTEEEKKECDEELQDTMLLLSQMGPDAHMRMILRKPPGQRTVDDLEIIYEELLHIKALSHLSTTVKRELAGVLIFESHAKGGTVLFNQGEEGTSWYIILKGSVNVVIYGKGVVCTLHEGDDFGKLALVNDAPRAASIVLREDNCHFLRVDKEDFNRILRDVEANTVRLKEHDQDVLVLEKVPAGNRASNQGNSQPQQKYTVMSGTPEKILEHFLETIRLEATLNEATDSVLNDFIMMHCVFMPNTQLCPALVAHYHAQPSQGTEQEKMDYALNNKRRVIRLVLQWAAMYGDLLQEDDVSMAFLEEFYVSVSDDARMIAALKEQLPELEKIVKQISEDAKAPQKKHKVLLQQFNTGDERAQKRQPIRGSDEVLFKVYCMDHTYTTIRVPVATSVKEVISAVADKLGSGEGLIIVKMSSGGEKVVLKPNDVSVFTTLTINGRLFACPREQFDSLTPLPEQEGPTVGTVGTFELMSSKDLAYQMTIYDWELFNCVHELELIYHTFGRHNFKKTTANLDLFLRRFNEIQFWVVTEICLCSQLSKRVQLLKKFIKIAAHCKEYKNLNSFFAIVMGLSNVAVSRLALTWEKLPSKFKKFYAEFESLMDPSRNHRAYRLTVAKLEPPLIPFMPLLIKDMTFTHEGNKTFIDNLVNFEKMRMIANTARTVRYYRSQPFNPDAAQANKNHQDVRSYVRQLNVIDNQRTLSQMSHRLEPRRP
#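 In this primary screen, activation is scored as increased exchange of BODIPY-GDP from Rap1B by 100 nM EPAC2, with 50 uM GDP as competitor. Signal is normalized to the 6.5 mM cAMP agonist control.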
# Nrf2 activator: Nrf2 pathway activation. AREc32 ARE-luciferase reporter (MCF7-derived line), luminescence, 24 h. Potency, µM (top dose mostly 46.1 µM), for the others: at the highest dose activation, actives largely listed as activators. 0.31% of 410,000 active; further: potency means the concentration at half of the fitted maximal effect; % of control where 0% means no effect; nearly all actives have a fitted effect of over 65% in size
#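 Steps: seed AREc32_Fluc cells (1000/well, 5% FBS OPTI-MEM); incubate overnight at 37 deg C; add 23 nL compound; incubate 24 hr; add Steady-Glo; hold 30 min RT; read luminescence.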
# A549 viability: counter-screen for Nrf2 inhibitors: cytotoxicity in A549 cells | A549 ARE-Fluc cells, CellTiter-Fluor viability, 18-24 h | Potency, µM (titrated, usually from 46 µM), inactives show at the top dose activity change, negative = cytotoxicity, usual class: inhibitors | 0.16% of 390,000 active; further: potency means the concentration at half of the fitted maximal effect; on the % scale 0 is the no-effect control and ±100 the full control effect
#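 A549 ARE-Fluc cells in 5% FBS OPTI-MEM, 5000 cells/well, rested 2 h then exposed to compounds in concentration-response for 18-24 h at 37 °C. Viability by CellTiter-Fluor fluorescence (Ex 405/Em 525) after 30 min; luciferase luminescence (BugLite, 15 min, RT) read afterwards.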
# EPAC2 antag: antagonists of human EPAC2 | Q8WZA2 | EPAC2 GEF exchange of Rap1B-BODIPY-GDP, fluorescence | Potency, µM (highest dose often 114 µM), without a hit: at the top dose activity, negative = inhibition, most hits filed as inhibitors | 0.18% of 360,000 active | AID 720708; further: potency means the concentration at half of the fitted maximal effect; on the % scale 0 is the no-effect control and ±100 the full control effect; nearly all actives have a fitted effect of over 45% in size; many of its hits are not listed in these tables
# CCT modulator: changes cytosolic chaperonin activity. purified chaperonin ATPase assay, HTRF ADP detection, 30 min. activity change, % (no concentration beside the values), hits read low. 0.3% of 360,000 active. AID 651819; in the data active means activity change below about -30%; further: on the % scale 0 is the no-effect control and ±100 the full control effect
#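 ATPase activity: ADP formed was measured by HTRF Transcreener (665/615 nm ratio) after 30 min at 37 deg C with 10 uM ATP. Compounds screened at one 76 uM concentration against 40 or 20 nM TRiC in Tris pH 7.4/KCl/MgCl2/DTT buffer.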
# TGFb SMAD3 inh: TGF-b pathway inhibition; 1.2% of 410,000 active; AID 588855; Potency, µM (titrated, usually from 46.1 µM), for the others: at the highest dose activity, negative = inhibition, usual class: inhibitors; HepG2 CAGA-GFP TGF-b/SMAD3 reporter, GFP fluorescence, 18 h; TGF-beta stimulated, 500 pg/mL final; further: potency means the concentration at half of the fitted maximal effect; on the % scale 0 is the no-effect control and ±100 the full control effect; nearly all actives have a fitted effect of over 65% in size
#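 Inhibition was scored as loss of TGF-beta-induced (500 pg/mL final, 18 hours, 37 degrees C) GFP in HEPG2 cells carrying a CAGA-GFP reporter, in DMEM with 1% FBS. Well GFP was summed per cell; Activity was normalised to unstimulated and stimulated DMSO wells, then concentration-response fitting.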
# pAkt inh: Akt phosphorylation inhibition; Neuro2A IGF-stimulated pAkt S473 HTRF, 20 min; hits give low values; activity change, % for hits at 50 µM; 0.32% of 360,000 active; in the data active means activity change below about -80%; inconclusive means mostly about -51% to -80%; further: on the % scale 0 is the no-effect control and ±100 the full control effect
#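 Neuro2A cells in DMEM with 0.5% FBS, overnight at 37 deg C, given compound at single 50 µM final, then IGF (6 nM final) for 20 min at 37 deg C. Lysed; phospho-Akt Ser473 by HTRF after 24 h, 665/615 ratio.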
# Nrf2 inh: blocks Nrf2 signaling. A549 ARE-Fluc reporter, luciferase luminescence, 18-24 h. 2.1% of 360,000 active. Potency, µM (series often up to 46 µM), for inactives: at the highest dose activity change, negative = inhibition, hits mostly inhibitors; further: potency means the concentration at half of the fitted maximal effect; on the % scale 0 is the no-effect control and ±100 the full control effect; nearly all actives have a fitted effect of over 60% in size
#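 Reporter: ARE-Fluc in A549. Exposure: 18-24 h, 37 °C, 5% CO2, 5% FBS OPTI-MEM. Readouts: fluorescent cytotoxicity (CellTiter-Fluor), then luminescent Nrf2 signal after BugLite.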
# * = called active by the depositor; i = inactive; ? = inconclusive; · = not tested or not shown; [ ] = another dose, or the depositor's remark. Unless noted, the call rests on the fitted dose curve; in most records, active means well fitted curve in the direction sought with a large enough effect; inconclusive means small, poorly fitted or top-dose-only effect, or another doubt; inactive means no such curve, though single readings can be large; an effect the other way counts as inactive or inconclusive. An excerpt; rates above refer to the full screens.
# Value order – MmCpn inh | EPAC2 agonist | Nrf2 activator | A549 viability | EPAC2 antag | CCT modulator | TGFb SMAD3 inh | pAkt inh | Nrf2 inh
(1) Cc1cc2nc(-c3ccco3)c(Cc3cccc(Cl)c3)n2c(C)c1Br
 : · | -11.8% | ? | · | 2.8% | 1.9 | · | i | ·
(2) Cc1cc(NC(=O)c2ccc(N3C(=O)CCC3=O)cc2)no1
 : 3.3% | -1.9% | 0.8% | -5.3% | 6.9% | 0.8 | -8.1% | i | 1.9%
(3) OC(COc1ccc(CNCc2cccnc2)cc1)CN1CCc2ccccc2C1 (centres undefined)
 : 3.1% | 0.3% | 0.0% | -16.1% | -1.7% | -0.6 | -6.0% | i | 6.3%
(4) CC(=O)N1C(C)c2ccccc2C(C)(C)CC12CCCCC2 (centres undefined)
 : 3.0% | 2.1% | 2.0% | 3.4% | 1.3% | 2.5 | ? | i | 4.0%
(5) Cc1nc(N2CCCCC2)sc1C(=O)c1cccc([N+](=O)[O-])c1
 : -0.7% | 13.6% | 3.1% | -14.3% | -10.5% | 0.3 | -14.6% | i | 2.91µM*
(6) Cc1ccc(CNC(=O)Cn2cnc(C(=O)Nc3ccc(C)c(C)c3)n2)o1
 : -0.6% | 0.8% | 1.6% | -12.0% | -6.1% | -0.5 | -13.4% | i | 16.9%
(7) O=C(NCC1CCCO1)c1ccc(-c2ccccc2Cl)o1 (centres undefined)
 : 0.7% | 11.3% | 0.6% | -2.9% | 1.8% | -1.2 | -17.7% | i | ?
(8) OC[C@@H]1CN(Cc2ccccc2)C[C@H](n2cnc3c(N4CCN(c5ccccc5)CC4)ncnc32)O1
 : · | 19.2% | 3.1% | · | -3.2% | 1.2 | -7.1% | · | ·
(9) CCOc1ccccc1NC(=O)C(=O)/C=C(\O)c1cc(OC)ccc1OC
 : -3.1% | 15.0% | 4.8% | -0.6% | -2.2% | 0.3 | 1.3% | i | -21.8%
(10) Cc1ccc(/C=N/n2c(C)nc3ccccc3c2=O)o1
 : 0.2% | -1.4% | 18.5% | -3.4% | -1.3% | -2.0 | 15.9% | i | 13.7%
(11) CN(C(=O)COC(=O)c1ccc(F)c(S(=O)(=O)N2CCOCC2)c1)C1CCS(=O)(=O)C1 (centres undefined)
 : -2.2% | -2.2% | -0.3% | 1.3% | -3.6% | -5.4 | 0.0% | i | ?
(12) N#CCC(=N)N1CCN(c2ccc(F)cc2)CC1
 : -1.3% | 0.2% | 0.5%[9.22 µM] | 0.3% | 2.8% | 1.8 | 1.3% | i | 3.7%
(13) COc1ccc(Nc2cc(C)c3c(O)cccc3n2)cc1
 : 1.8% | 8.6% | 3.8% | -1.2% | -1.6% | -1.2 | ? | i | 5.9%
(14) CCOC(=O)NC(=S)Nc1cccc(NC(=S)NC(=O)OCC)c1
 : 1.3% | 3.7% | -0.1% | -2.0% | 7.6% | -0.5 | 1.1% | i | -3.1%
(15) Cc1ccccc1-n1c(SCC(=O)NCc2cccs2)nnc1-c1ccncc1
 : 0.3% | -2.7% | 0.6% | 10.2% | 13.7% | -0.4 | -3.0% | i | 18.3%
(16) Cc1ccccc1-c1nnn(CC(=O)NC(=O)NC2CCCC2)n1
 : 0.6% | 9.1% | 1.6% | -2.0% | -14.6% | -0.4 | ? | i | 2.6%
(17) COC(=O)CCCNC(=O)CCc1nnc(-c2ccc(-c3ccccc3)cc2)o1
 : · | 7.8% | -3.1% | 2.6% | 4.5% | 0.3 | 5.1% | i | ?
(18) CCOc1ccc(S(=O)(=O)NC(C)C(=O)NCc2ccncc2)cc1 (centres undefined)
 : 1.8% | 10.7% | 2.4% | 0.9% | 1.3% | -2.9 | 2.9% | i | -3.5%
(19) Cc1c(C(=O)N(C)C)sc(NC(=O)c2cc([N+](=O)[O-])cc([N+](=O)[O-])c2)c1C#N
 : 2.5% | -6.8% | -0.3% | -15.8% | -3.0% | -0.3 | -34.2% | i | -19.7%
(20) OC(CNCc1ccc(F)cc1)(c1ccccc1)c1ccc(F)cc1 (centres undefined)
 : -1.0% | 12.1% | -0.9% | 2.9% | 0.0% | -1.8 | 0.0% | i | 1.7%
(21) CC(=O)Nc1ccccc1-c1ccc(C)o1
 : -0.8% | -23.5% | 0.3% | -8.3% | -4.2% | -1.8 | 5.3% | i | 25.6%
(22) Cc1ccccc1/C=C\c1nc(O)c([N+](=O)[O-])c(=O)[nH]1
 : -0.5% | 2.1% | -0.9% | -13.7% | 1.3% | -1.3 | 2.7% | i | -5.6%
(23) Cc1cc(C)cc(C(=O)N2CCN=C2SCc2ccc([N+](=O)[O-])cc2)c1
 : -1.0% | 10.1% | -0.1% | 0.3% | 3.2% | -1.5 | -13.7% | i | -28.8%
(24) CC(=O)Nc1ccc(S(=O)(=O)Nc2ccccc2C(=O)N2CCCCCC2)cc1
 : -0.6% | 5.3% | 0.4% | -1.6% | 0.5% | 0.8 | 1.3% | i | -16.6%
(25) CCOc1ccc(/C=N/NC(=O)c2ccoc2C)cc1OC
 : 0.9% | 13.3% | 3.2% | 10.8% | 0.4% | 0.2 | 0.0% | i | ?
(26) CCc1ccc(NC(=O)NCC2CCN(c3ccc(OC)cc3)C2)cc1 (centres undefined)
 : -2.7% | -6.1% | 0.4% | -7.8% | -21.0% | 0.0 | -8.8% | i | -9.7%
(27) CCCc1nc2oc3c(NCc4ccccn4)ncnc3c2c2c1COC(C)(C)C2
 : 0.5% | -18.5% | -0.5% | -5.3% | 8.3% | -3.8 | -12.5% | i | 3.2%
(28) COc1cc(CO)cc(Br)c1OCC(=O)O
 : 2.2% | -2.7% | -0.3% | 6.4% | -7.3% | 1.1 | 7.5% | i | 35.1%
(29) O=C(COC(=O)c1ccccc1O)NCC1COc2ccccc2O1 (centres undefined)
 : -17.2% | 6.4% | 0.7% | 17.3% | -10.3% | -1.8 | ? | i | 1.0%
(30) CC(Sc1ccccc1)C(=O)N1CCN(S(=O)(=O)c2ccccc2F)CC1 (centres undefined)
 : 1.8% | 5.2% | -1.0% | 8.4% | 5.7% | 1.3 | -1.2% | i | -0.5%

# Next part (six carried over from the part before).
# Value order – MmCpn inh | EPAC2 agonist | Nrf2 activator | A549 viability | EPAC2 antag | CCT modulator | TGFb SMAD3 inh | pAkt inh | Nrf2 inh
(25) CCOc1ccc(/C=N/NC(=O)c2ccoc2C)cc1OC
 : 0.9% | 13.3% | 3.2% | 10.8% | 0.4% | 0.2 | 0.0% | i | ?
(26) CCc1ccc(NC(=O)NCC2CCN(c3ccc(OC)cc3)C2)cc1 (centres undefined)
 : -2.7% | -6.1% | 0.4% | -7.8% | -21.0% | 0.0 | -8.8% | i | -9.7%
(27) CCCc1nc2oc3c(NCc4ccccn4)ncnc3c2c2c1COC(C)(C)C2
 : 0.5% | -18.5% | -0.5% | -5.3% | 8.3% | -3.8 | -12.5% | i | 3.2%
(28) COc1cc(CO)cc(Br)c1OCC(=O)O
 : 2.2% | -2.7% | -0.3% | 6.4% | -7.3% | 1.1 | 7.5% | i | 35.1%
(29) O=C(COC(=O)c1ccccc1O)NCC1COc2ccccc2O1 (centres undefined)
 : -17.2% | 6.4% | 0.7% | 17.3% | -10.3% | -1.8 | ? | i | 1.0%
(30) CC(Sc1ccccc1)C(=O)N1CCN(S(=O)(=O)c2ccccc2F)CC1 (centres undefined)
 : 1.8% | 5.2% | -1.0% | 8.4% | 5.7% | 1.3 | -1.2% | i | -0.5%
(31) CC1(C(=O)NS(=O)(=O)c2ccc(C#N)cc2)CCN1C(=O)CCC1CCCC1 (centres undefined)
 : · | 7.3% | -0.5% | · | -0.4% | -1.0 | 1.0% | i | ·
(32) CN(C(=O)COC(=O)COc1ccc2c(c1)CCC2)c1c(N)n(Cc2ccccc2)c(=O)[nH]c1=O
 : -3.2% | -5.6% | -0.4% | -0.9% | -5.0% | 0.8 | -0.6% | i | 12.0%
(33) COc1cc2ccccc2cc1C(=O)N1CC(C)CC(C)C1 (centres undefined)
 : -3.3% | 9.3% | -0.7% | -14.1% | 28.2µM* | -1.8 | -16.1% | i | 11.6µM*
(34) C=CC[C@H](CC(=O)N[C@H](CO)Cc1ccccc1)C(=O)N[C@H](COC(=O)[C@@H](CC=C)Cc1ccc(F)cc1)Cc1c[nH]c2ccccc12
 : · | -6.3% | 5.1% | 0.1% | -5.4% | 0.8 | -19.4% | i | 0.2%
(35) COC(=O)c1sc(N2C(=O)c3oc4ccc(C)cc4c(=O)c3C2c2ccc(OC)cc2)nc1C (centres undefined)
 : · | · | -0.1% | -5.0% | · | · | 4.0% | · | 1.7%
(36) N#C/C(=N\Nc1cccc(Cl)c1)C(=O)c1ccccc1
 : 0.9% | 2.6% | 4.3% | 18.4µM* | -6.6% | -2.6 | ? | i | ?
(37) CC(C)c1ccc(NC(=O)CCNC(=O)N2CC(=O)Nc3ccccc32)cc1
 : 0.2% | 3.1% | 4.6% | 0.1% | 8.8% | 0.8 | -15.0% | i | 9.5%
(38) CC(C)CN(CC(C)C)C(=O)CN1C(=O)NC2(CCCc3ccccc32)C1=O (centres undefined)
 : -1.9% | -9.5% | -0.2% | -2.8% | 0.3% | -0.4 | -2.3% | i | 1.6%

# Screens (PubChem)
